GASC1 inh: KDM4C (human) demethylase inhibition; Q9H3R0; GST-KDM4C 2-372, H3K9me3 peptide, LANCE TR-FRET; inhibition, % at 12.5 µM; hit rate 0.15% among 96,000;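 active means mean replicate inhibition above about 25%, with at least 55% of replicates also reaching it, limit read from the data, passing the limit was not always enough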
Target sequence (Q9H3R0 2-372 limits assumed): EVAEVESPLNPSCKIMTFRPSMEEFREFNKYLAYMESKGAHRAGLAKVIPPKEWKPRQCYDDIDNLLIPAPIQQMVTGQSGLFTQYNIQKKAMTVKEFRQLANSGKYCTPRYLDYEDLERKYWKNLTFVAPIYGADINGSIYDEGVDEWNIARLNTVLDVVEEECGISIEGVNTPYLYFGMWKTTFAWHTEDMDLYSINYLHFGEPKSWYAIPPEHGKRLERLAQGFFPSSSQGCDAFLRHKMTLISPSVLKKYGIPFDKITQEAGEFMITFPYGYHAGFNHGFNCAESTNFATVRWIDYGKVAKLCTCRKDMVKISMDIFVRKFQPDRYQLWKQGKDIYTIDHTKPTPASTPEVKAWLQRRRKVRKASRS
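System: N-terminal GST-fused human GASC-1 (KDM4C) fragment, residues 2-372 / Amount: 10 nM GST-KDM4C in enzyme reaction / Also added: H3K9me3 peptide with Fe(II)/2OG / Times: 30 min demethylation and 1 h detection at room temperature / Signal: LANCE TR-FRET / Read-out basis: Fall in 671/618 emission ratio as inhibition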
T cruzi growth: inhibitors of T. cruzi proliferation; T. cruzi beta-gal in NIH3T3, GalScreen luminescence, 90 h; inhibition, % at 8.34 µM; hit rate 5.9% among 77,000; AID 624255;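 active means mean inhibition above about 93%, with at least 55% of replicates each passing it, limit read from the data, passing the limit was not always enough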
Pf Dd2 growth: blocks growth of Plasmodium falciparum Dd2 parasites | P. falciparum Dd2 growth, SYBR Green, 72 h; hits give low values | hit rate 2.3% among 94,000 | activity change, % at 10 µM | AID 1159554; in the data active means activity change below about -80%
C diff HTS: blocks growth of Clostridium difficile | Clostridium difficile clinical isolate growth, OD600, 24 h; hits give low values | hit rate 0.25% among 86,000 | growth activity, negative = inhibition, % at 16 µg/mL (by protocol);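 active means mean growth activity at or below -80% and every replicate also at or below -80%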;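 further: 0% = DMSO wells and -100% = levofloxacin 16 µg/mL wells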
* marks the source's active call; other numbers are inactive results; / = not tested or not shown; & = joins results of further samples.

SMILES	GASC1 inh	T cruzi growth	Pf Dd2 growth	C diff HTS
COCCNC(=O)C[C@H]1CC[C@@H]2[C@H](COC[C@@H](O)CN2S(=O)(=O)c2ccccc2C)O1	-3.4	-2	-3	/
O=C(N[C@H]1CC[C@H](CCNS(=O)(=O)Cc2ccccc2)O[C@@H]1CO)c1ccccc1F	0.7	17	-15	/
COc1ccc(NC(=O)Nc2ccc3c(c2)C(=O)N([C@@H](C)CO)C[C@H](C)[C@H](CN(C)S(C)(=O)=O)O3)cc1	8.3	-193	27	-5
C[C@@H]1CCCCO[C@@H](CN(C)C(=O)Nc2cccc3ccccc23)[C@H](C)CN([C@H](C)CO)C(=O)c2cc(NC(=O)CCC(F)(F)F)ccc2O1	-5.8	47	-79	-4
C[C@@H]1CN([C@H](C)CO)S(=O)(=O)c2ccc(-c3ccccc3)cc2O[C@@H]1CN(C)C(=O)Nc1ccccc1F	-1.1	30	-4	/
C[C@H](NC(=O)C[C@H]1CC[C@H]2[C@@H](COC[C@H](O)CN2Cc2cc(F)ccc2F)O1)c1ccccc1	3.2	86	-44	-10&-12
CC(C)NC(=O)Nc1cccc2c1O[C@H](CN(C)S(=O)(=O)c1ccc(F)cc1)[C@@H](C)CN([C@H](C)CO)C2=O	-1.5	32	15	2
Cc1ccc(S(=O)(=O)N[C@@H]2CC[C@H](CCNC(=O)C3CCC3)O[C@@H]2CO)cc1	-2.2	/	2	-2
COc1ccc(S(=O)(=O)Nc2ccc3c(c2)C(=O)N([C@H](C)CO)C[C@@H](C)[C@@H](CN(C)S(=O)(=O)c2ccc(Cl)cc2)OCCCC[C@H](C)O3)cc1	3.8	99*	-72	-3
CC(C)(C)[S@@](=O)N1Cc2cc(C(=O)NCc3ccc4c(c3)OCO4)nc(-c3cccc(-c4ccccc4)c3)c2[C@H]1CCO	-13	100*	-48	/
Cc1ccccc1S(=O)(=O)N1[C@H](CO)[C@@H](c2ccccc2)[C@@H]1C#N	-1.0	19	20	10
CS(=O)(=O)N1[C@H](CO)[C@H](c2ccccc2)C12CN(C(=O)c1ccccc1F)C2	0.7	/	11	-2
CO[C@H]1CN(C)C(=O)c2cc(NC(=O)c3cnccn3)ccc2OC[C@H](C)N(CCc2ccccc2)C[C@H]1C	2.7	/	-44	/
C[C@@H]1CCCCO[C@H](CN(C)S(=O)(=O)c2ccccc2)[C@H](C)CN([C@@H](C)CO)C(=O)c2cc(NS(=O)(=O)c3ccc(Cl)cc3)ccc2O1	-0.2	118*	-15	-16
COC(=O)N(C)C[C@H]1OCc2ccccc2-c2ccccc2C(=O)N([C@H](C)CO)C[C@H]1C	-0.3	17	-27	/

14 of these compounds in a different format:
Compound,GASC1 inh,T cruzi growth,Pf Dd2 growth,C diff HTS
COCCNC(=O)C[C@H]1CC[C@@H]2[C@H](COC[C@@H](O)CN2S(=O)(=O)c2ccccc2C)O1,-3.4,-2,-3,/
O=C(N[C@H]1CC[C@H](CCNS(=O)(=O)Cc2ccccc2)O[C@@H]1CO)c1ccccc1F,0.7,17,-15,/
COc1ccc(NC(=O)Nc2ccc3c(c2)C(=O)N([C@@H](C)CO)C[C@H](C)[C@H](CN(C)S(C)(=O)=O)O3)cc1,8.3,-193,27,-5
C[C@@H]1CCCCO[C@@H](CN(C)C(=O)Nc2cccc3ccccc23)[C@H](C)CN([C@H](C)CO)C(=O)c2cc(NC(=O)CCC(F)(F)F)ccc2O1,-5.8,47,-79,-4
C[C@@H]1CN([C@H](C)CO)S(=O)(=O)c2ccc(-c3ccccc3)cc2O[C@@H]1CN(C)C(=O)Nc1ccccc1F,-1.1,30,-4,/
C[C@H](NC(=O)C[C@H]1CC[C@H]2[C@@H](COC[C@H](O)CN2Cc2cc(F)ccc2F)O1)c1ccccc1,3.2,86,-44,-10&-12
CC(C)NC(=O)Nc1cccc2c1O[C@H](CN(C)S(=O)(=O)c1ccc(F)cc1)[C@@H](C)CN([C@H](C)CO)C2=O,-1.5,32,15,2
Cc1ccc(S(=O)(=O)N[C@@H]2CC[C@H](CCNC(=O)C3CCC3)O[C@@H]2CO)cc1,-2.2,/,2,-2
COc1ccc(S(=O)(=O)Nc2ccc3c(c2)C(=O)N([C@H](C)CO)C[C@@H](C)[C@@H](CN(C)S(=O)(=O)c2ccc(Cl)cc2)OCCCC[C@H](C)O3)cc1,3.8,99*,-72,-3
CC(C)(C)[S@@](=O)N1Cc2cc(C(=O)NCc3ccc4c(c3)OCO4)nc(-c3cccc(-c4ccccc4)c3)c2[C@H]1CCO,-13,100*,-48,/
Cc1ccccc1S(=O)(=O)N1[C@H](CO)[C@@H](c2ccccc2)[C@@H]1C#N,-1.0,19,20,10
CS(=O)(=O)N1[C@H](CO)[C@H](c2ccccc2)C12CN(C(=O)c1ccccc1F)C2,0.7,/,11,-2
CO[C@H]1CN(C)C(=O)c2cc(NC(=O)c3cnccn3)ccc2OC[C@H](C)N(CCc2ccccc2)C[C@H]1C,2.7,/,-44,/
C[C@@H]1CCCCO[C@H](CN(C)S(=O)(=O)c2ccccc2)[C@H](C)CN([C@@H](C)CO)C(=O)c2cc(NS(=O)(=O)c3ccc(Cl)cc3)ccc2O1,-0.2,118*,-15,-16

Further entries:
SMILES	GASC1 inh	T cruzi growth	Pf Dd2 growth	C diff HTS
Cc1ccccc1-c1cnc2c(c1)C(=O)N([C@H](C)CO)C[C@H](C)[C@@H](CN(C)C(=O)CC1CC1)O2	-1.7	/	-31	-7
C[C@H](CO)N1C[C@H](C)[C@@H](CN(C)CC2CCCCC2)Oc2ccc(NC(=O)CCC(F)(F)F)cc2CC1=O	0.8	29	-35	-2
Cc1noc(C)c1NC(=O)N(C)C[C@@H]1Oc2ccc(NC(=O)Nc3cccc4ccccc34)cc2CC(=O)N([C@H](C)CO)C[C@H]1C	-0.7	-8	12	0
C[C@@H]1CN([C@@H](C)CO)C(=O)c2cc(NC(=O)c3ccncc3)ccc2O[C@@H](C)CCCCO[C@H]1CN(C)C(=O)NC1CCCCC1	-1.0	6	-29	0
CO[C@@H]1CN(C)C(=O)c2ccc(NC(=O)c3ccccc3)cc2OC[C@@H](C)N(C(=O)C2CC2)C[C@@H]1C	0.1	-63	-43	-3
CN(C)CCCNC(=O)C[C@@H]1CC[C@@H]2[C@H](COC[C@@H](O)CN2CC2CCCCC2)O1	2.4	/	57	-2
CCCC(=O)Nc1ccc2c(c1)OC[C@@H](C)N(CCC)C[C@H](C)[C@H](OC)CN(C)C2=O	-0.3	-25	13	2
O=C(N[C@H]1C=C[C@@H](CC(=O)N2CCN(c3ccccc3)CC2)O[C@H]1CO)c1ccncc1	4.7	4	9	/
COc1ccccc1S(=O)(=O)N[C@@H]1C=C[C@@H](CC(=O)N2CCCCC2)O[C@H]1CO	-1.5	-5	-5	/
CCC(=O)N1CC(=O)N2[C@@H](CO)[C@@H](c3ccc(C#CCc4ccccc4)cc3)[C@@H]2C1	-0.4	/	-11	-15
O=C(C[C@H]1CC[C@H](NC(=O)c2ccc3c(c2)OCO3)[C@@H](CO)O1)NCc1ccc(F)cc1	-0.3	13	9	1
C[C@H](CO)N1C[C@H](C)[C@@H](CN(C)Cc2ccc(F)cc2)Oc2ncc(C#Cc3cccnc3)cc2C1=O	-0.6	/	18	2
COc1ccc(S(=O)(=O)Nc2ccc3c(c2)C(=O)N([C@@H](C)CO)C[C@@H](C)[C@@H](CN(C)S(=O)(=O)c2ccc(F)cc2)O3)cc1	-0.6	29	13	0
CN1CCN(C(=O)C[C@H]2CC[C@H]3[C@@H](COc4ccc(NC(=O)C5CCCCC5)cc4C(=O)N3C)O2)CC1	2.6	-3	8	15
CCCC#Cc1ccc([C@@H]2[C@H](CO)N3C(=O)CN(C(=O)Nc4cc(F)ccc4F)C[C@@H]23)cc1	1.0	/	-25	-6
O=C(NCC[C@@H]1CC[C@H](NC(=O)C2CC2)[C@H](CO)O1)c1cc(Cl)cc(Cl)c1	0.8	/	/	1
COc1cccc(-c2ccc(C3[C@H]4CNC[C@@H]3N4S(=O)(=O)Cc3ccccc3)cc2)c1 (some centres undefined)	-1.4	/	-32	-11
C[C@H]1CN([C@@H](C)CO)C(=O)CCCn2cc(nn2)CO[C@@H]1CN(C)Cc1ccccc1C(F)(F)F	-0.1	0	3	/
COc1ccc(S(=O)(=O)N[C@@H]2CC[C@H](CCNC(=O)CN3CCOCC3)O[C@H]2CO)cc1	-1.0	11	22	-1
COc1cccc(NC(=O)N(C)C[C@@H]2Oc3ncc(/C=C/c4ccccc4)cc3C(=O)N([C@H](C)CO)C[C@H]2C)c1	0.5	/	-73	-7
C[C@H](CO)N1C[C@H](C)[C@H](CN(C)C(=O)CCCN(C)C)OCc2cn(nn2)CCCC1=O	3.4	9	5	0
COc1ccc(NC(=O)N[C@H]2CC[C@H](CC(=O)NC3CCC3)O[C@@H]2CO)cc1	5.5	19	9	/
CCN(C[C@@H]1[C@@H](c2ccccc2)[C@H](CO)N1CC1CC1)C(=O)c1cccc(F)c1	-1.9	68	-11	6
COc1ccc2c3c(n(C)c2c1)[C@H](CO)N(C(=O)Cc1ccccn1)CC31CCN(Cc2ccccn2)CC1	-0.5	/	-38	4
COc1ccc(S(=O)(=O)Nc2ccc3c(c2)CC(=O)N([C@H](C)CO)C[C@H](C)[C@@H](CN(C)Cc2ccc(C(=O)O)cc2)O3)cc1	15	/	11	0
CC(C)NC(=O)N(C)C[C@@H]1OCCCC[C@@H](C)Oc2ccc(NC(=O)Nc3ccc4c(c3)OCO4)cc2C(=O)N([C@@H](C)CO)C[C@H]1C	-0.8	-8	-24	0
C[C@@H]1CN([C@H](C)CO)C(=O)Cc2cc(NC(=O)Cn3cnnn3)ccc2O[C@@H]1CN(C)S(C)(=O)=O	1.0	-11	18	2
CCC(=O)Nc1ccc2c(c1)C(=O)N(C)C[C@H](OC)[C@H](C)CN(C(=O)NC(C)C)[C@H](C)CO2	0.2	-23	26	-3
CO[C@H]1CN(C)C(=O)c2cc(C#N)ccc2OCC[C@H]2CC[C@@H](OC)[C@H](CN(C)C(=O)[C@@H]1C)O2	-1.0	0	/	0
O=C(Nc1ccccc1F)N1C[C@H]2[C@@H](c3ccccc31)[C@H](CO)N2C(=O)Nc1ccccc1	-2.0	-12	-2	2
CCC(=O)N(C)C[C@@H]1Oc2cc(C#Cc3cccnc3)ccc2S(=O)(=O)N([C@H](C)CO)C[C@@H]1C	-3.9	-27	-13	0
O=S(=O)(N[C@H]1CC[C@H](CCn2cc(C3CC3)nn2)O[C@H]1CO)c1ccc(F)cc1	-1.4	-24	-18	/
O=C(O)[C@@H]1[C@@H](CO)[C@@H]2Cn3c(ccc(-c4ccccc4)c3=O)[C@@H]2N1Cc1ccccc1F	0.0	9	/	-5
C[C@H]1CN([C@@H](C)CO)C(=O)c2cc(NC(=O)CCN3CCOCC3)ccc2O[C@@H]1CN(C)Cc1ccc(Cl)c(Cl)c1	0.1	-56	-3	-4
CCCC#Cc1ccc2c(c1)O[C@@H](CN(C)C(=O)c1cnccn1)[C@H](C)CN([C@@H](C)CO)S2(=O)=O	-1.6	70	-20	1
COc1cc(CN2CC3(CCN(S(=O)(=O)c4cccs4)CC3)c3c(n(C)c4cc(OC)ccc34)[C@@H]2CO)cc(OC)c1	-0.5	/	-73	10
CCCNC(=O)N(C)C[C@H]1Oc2cc(C#CCC(C)C)ccc2S(=O)(=O)N([C@@H](C)CO)C[C@@H]1C	-1.7	106*	-27	-9
Cc1noc(C)c1NC(=O)Nc1ccc2c(c1)CC(=O)N([C@@H](C)CO)C[C@H](C)[C@H](CN(C)Cc1ccncc1)O2	0.2	27	9	0
O=C(NC1CCCC1)N1CCCCN2[C@H](C1)[C@H](c1ccc(-c3cccnc3)cc1)[C@@H]2CO	0.5	59	13	-4
COc1ccc(S(=O)(=O)Nc2ccc3c(c2)C(=O)N([C@H](C)CO)C[C@@H](C)[C@@H](CN(C)Cc2ccc(Cl)c(Cl)c2)O3)cc1	-0.9	72	16	8
